Furin inh: inhibitors of human furin | P09958 | purified furin, fluorogenic substrate cleavage | inhibition, % at 30 µM | 220,000 tested, 0.061% active; in the data active = inhibition above about 25%; also: inactives centre near -15
EBV gp42 inh: blocks Epstein-Barr virus glycoprotein 42 binding | Q1HVG2 | Fluorescence polarization binding assay, mP read-out | inhibition, % (tested at 21.74 µM) | 220,000 tested, 0.42% active; in the data active = inhibition above about 50%
Target sequence (Q1HVG2 whole entry, looked up): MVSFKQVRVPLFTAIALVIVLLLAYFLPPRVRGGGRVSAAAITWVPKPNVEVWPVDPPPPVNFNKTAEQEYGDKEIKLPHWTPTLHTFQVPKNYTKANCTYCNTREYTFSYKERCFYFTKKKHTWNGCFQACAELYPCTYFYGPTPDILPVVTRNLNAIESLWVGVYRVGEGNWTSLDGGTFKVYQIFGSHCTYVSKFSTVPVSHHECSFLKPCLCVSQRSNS
14-3-3 Bad inh: disrupts binding of bovine 14-3-3 zeta to phospho-Bad peptide; inhibition, % at 21.7 µM; AID 781; TR-FRET 14-3-3zeta/Dy647-pBad peptide displacement, 1 h; P63103; 220,000 tested, 0.71% active;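 active = inhibition above about 70%, limit read from the data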;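 also: 0% = full 14-3-3 plus peptide FRET controls and 100% = background without 14-3-3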
KCC2 mod: modulates chloride dependent transport by human KCC2 | Q9H2X9 | AID 1456 | B-score of Tl+ flux slope (higher = more flux/activation; lower = inhibition) at 10 µM | 190,000 tested, 2.2% active | KCC2 cells, thallium flux FluoZin-2 fluorescence;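 active = thallium flux slope and its plate-corrected score both differing from the plate sample mean at a set confidence after two filtering rounds, in either direction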;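 also: slope of fluorescence scaled to starting intensity during 10 to 20 s after thallium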
eIF4E 4G PPI: inhibitors of eIF4E and eIF4G interaction in translation initiation | TR-FRET eIF4E-eIF4GI(517-606) binding, 2 h | inhibition, % at 21.7 µM | 220,000 tested, 0.37% active | AID 782;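 also: 0% = full FRET control wells and 100% = background wells lacking eIF4GI fragment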
KLK5 inh: blocks human kallikrein 5 protease activity | Q9Y337 | recombinant hK5, fluorogenic AMC substrate cleavage | inhibition, % at 5 µM | 210,000 tested, 0.59% active;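 active = inhibition of 40% or more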;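 also: 0% = enzyme controls without compound and 100% = no-enzyme blanks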
p47phox inh: inhibitors of human p47phox binding | p47phox/p22phox peptide binding, fluorescence polarization, 2 h | inhibition, % at 24.7 µM | P14598 | 220,000 tested, 0.53% active;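 also: 0% = p47phox with labelled peptide and 100% = labelled peptide alone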
Target sequence (P14598 whole entry, looked up): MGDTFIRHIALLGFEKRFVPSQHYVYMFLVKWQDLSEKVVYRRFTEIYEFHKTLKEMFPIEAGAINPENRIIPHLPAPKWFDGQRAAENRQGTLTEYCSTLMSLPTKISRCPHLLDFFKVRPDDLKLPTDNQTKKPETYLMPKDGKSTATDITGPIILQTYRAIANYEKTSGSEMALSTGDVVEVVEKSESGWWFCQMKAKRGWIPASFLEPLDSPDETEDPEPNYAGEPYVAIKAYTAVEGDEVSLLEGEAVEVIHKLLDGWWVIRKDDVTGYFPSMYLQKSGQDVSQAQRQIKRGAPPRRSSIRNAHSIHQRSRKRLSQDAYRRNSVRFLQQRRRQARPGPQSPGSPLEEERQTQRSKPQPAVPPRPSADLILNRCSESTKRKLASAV
thrombin 1536: thrombin (human) inhibition; alpha-thrombin, Boc-VPR-AMC fluorogenic substrate cleavage; 220,000 tested, 0.26% active; inhibition, % at 5 µM; P00734;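 active = inhibition at or above 40%; inactive = inhibition below 40%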;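 also: 0% = enzyme with no compound and 100% = wells without enzyme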
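System: human alpha-thrombin protein; Compound dosing: one concentration per compound, 5 µM, with 0.2% DMSO; Timing: reaction at room temperature; Technique: AMC fluorescence, 355/460 nm; Controls: enzyme without compound as high, wells lacking enzyme as low.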
Rad51 HR inh: Rad51 (human) homologous recombination inhibition; hRad51 DNA strand exchange, fluorescence dequenching; inhibition, % at 10 µM; Q06609; 200,000 tested, 0.085% active; AID 1385;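 active = inhibition above 40% at the single screening dose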;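 also: 0% = DMSO control wells and 100% = blanks with heterologous ssDNA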
Target sequence (Q06609 whole entry, looked up): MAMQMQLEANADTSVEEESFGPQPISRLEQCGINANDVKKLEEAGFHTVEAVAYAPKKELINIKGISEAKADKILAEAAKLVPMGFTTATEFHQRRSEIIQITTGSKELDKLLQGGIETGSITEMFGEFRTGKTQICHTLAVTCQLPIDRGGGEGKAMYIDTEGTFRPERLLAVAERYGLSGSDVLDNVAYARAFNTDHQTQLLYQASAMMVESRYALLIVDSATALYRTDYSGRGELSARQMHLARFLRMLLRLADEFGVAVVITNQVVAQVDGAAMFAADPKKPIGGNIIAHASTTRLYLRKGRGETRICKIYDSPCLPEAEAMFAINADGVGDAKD
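Material: hRad51 filaments on single-stranded DNA; Reagent: Donor/quencher-labelled 47-bp dsDNA substrate; Compound: 10 µM final, single point; Schedule: 37 °C 15-min filament assembly, 30-min compound preincubation, 15-min exchange; Technique: FRET fluorescence, excitation 485 nm, emission 520 nm; Benchmarks: control wells and blank wells on each plate.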
Active calls of the source: *; . = not tested or not shown; [ ] = dose if it differs, or a comment.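 The calls were made as follows, unless noted: active = inhibition above about 30% (limit read from the data); inactive = the rest.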 Not a hit list, and some 4.7% of all compounds hit somewhere here.

SMILES	Furin inh	EBV gp42 inh	14-3-3 Bad inh	KCC2 mod	eIF4E 4G PPI	KLK5 inh	p47phox inh	thrombin 1536	Rad51 HR inh
COc1ccc(-n2nc(C(=O)NCC(=O)NCc3ccco3)c3ccccc3c2=O)cc1	-6	-21	15[fluorescence artefact?]	.	0[fluorescence artefact?]	-4	-2	-8	-7
COCC(=O)Nc1cc(Cl)c(OC)cc1OC	-20	-3	-5[fluorescence artefact?]	0.79	21	-10	2	1	9
CCOC(=O)c1c(N)sc(C(N)=O)c1C	-13	-16	-7[fluorescence artefact?]	-0.012	6[fluorescence artefact?]	-7	-10	3	6
COc1ccc(N2CCN(CC(O)COCc3ccccc3)CC2)cc1 (stereo not drawn)	-20	2	12	1.3	3	11	-8	-4	7
CN(C)CC(O)CN1C(=O)NC(C)(C)C1=O (stereo not drawn)	-25	5	-3	0.44	0	-1	-9	-14	0
COC(=O)COc1ccc(-c2ccccc2)cc1C=O	-24	-20	0	-1	3	2	-7	-6	3
Cn1c(C(N)=O)cnc1Sc1ncc(C(F)(F)F)cc1Cl	-25[20 µM]	-2	10	0.82	-1	-30	-20	-1	1
Cc1nnc(-c2cnn(-c3ccccc3)c2N)n1Cc1ccccc1	-16[20 µM]	-14	14	0.85	2	3	-14	1	0
Cc1nc(NC(=O)CSc2nnc(Cn3nnc4ccccc43)n2C)sc1C	-17	-14	1[fluorescence artefact?]	0.46	4	-2	-2	-12	-3
CC1(C)Cc2c(C#N)c(NCCCO)nc(-c3ccccc3)c2CO1	-12	-8	-6	.	1	-113	-9	-5	-3
COC(=O)N(NC(=O)C(O)(CCC(C)C)CCC(C)C)c1ccccc1	-7	-11	-1	-1.1	2	7	-2	3	.
CCCCOc1ccc(CSCCNC(=S)Nc2ccccc2)cc1	-23	-15	-4	-0.54	4	-5	-9	-7	-5
COC(=O)c1sc2ncccc2c1OCc1c(Cl)cccc1Cl	-14	-18	9	-0.028	6	2	1	-4	-6
Cc1nnc(SCC(=O)N2CCC(c3noc4ccc(F)cc34)CC2)s1	-16[20 µM]	-15	-2[fluorescence artefact?]	.	5[fluorescence artefact?]	0	-10	-2	4
NC(=O)CSc1nnnn1-c1ccc2c(c1)OCCO2	-13[20 µM]	-8	-9	-0.33	-3	-6	6	2	7
CC1(C)CC2(CCO1)C(Nc1ccccc1)=NC(=S)N2c1ccccc1 (stereo not drawn)	-18	-12	-4	14*	0	0	-5	2	-5
Cc1ccc(S(=O)(=O)NCCCOC(=O)Nc2ccncc2)cc1	-21	-20	5	-0.072	-1	0	11	-3	0
Cc1nc([N+](=O)[O-])c(C(=O)OCc2ccccc2C#N)n1C	-8	3	-1	.	1	-1	-2	-10	2
COC(=O)c1ccccc1NC(=O)C(C)NS(=O)(=O)c1ccc(OC)cc1 (stereo not drawn)	-26[20 µM]	-6	-13	-0.28	-4[fluorescence artefact?]	-1	-4	2	3
CCOC(=O)c1cc(-c2ccccc2)n(CCC(=O)N2CCN(c3ccccc3OC)CC2)c1C	-5	1	-17	-1	16	-13	-7	-9	9
CCN(CC)S(=O)(=O)c1ccc(S(=O)(=O)Nc2ccc3c(c2)oc2ccccc23)cc1	-14[20 µM]	9	5	-1.4	1[fluorescence artefact?]	-3	-14	-1	-5
CN(C)CCN1C(=O)C(O)=C(C(=O)c2cc3ccccc3o2)C1c1ccccn1 (stereo not drawn)	-1[20 µM]	-16	-10	-0.26	1[fluorescence artefact?]	-15	-15	3	.
Cc1nc2c(cnn2-c2ccccc2)c(=O)n1/N=C/c1ccccc1	-17	-16	3	-0.15	1	1	-5	2	-8
CCOC(=O)c1cc2c(N)c(C(=O)c3cc(C#N)c(SC)nc3C)sc2nc1C	-16	-19	-18	0.99	-14	1	-10	-2	-4
CC(=O)Nc1cccc(C(=O)N/N=C/c2ccccc2F)c1	-11	-26	5	0.026	14[fluorescence artefact?]	-11	-9	-12	-2
COc1ccc(C2C(C(=O)N3CCN(c4ccccc4F)CC3)c3ccccc3C(=O)N2C)cc1 (stereo not drawn)	-15[20 µM]	-12	12	-2.6	-16	-25	-13	1	-1
CCn1c(C)cc2c(c1=O)C(c1ccccc1Br)C(C#N)=C(N)O2 (stereo not drawn)	-18	-10	1	-0.73	4	-9	-14	0	5
CCN(Cc1ccncc1)C(=S)Nc1ccc(Cl)cc1	-4	-4	-2	-0.21	1	7	11	1	1
Nc1nc(N)c(N=Nc2ccc(SCC(=O)O)cc2)c(=O)[nH]1	-18	-3	-10	-0.24	-3	1	-17	1	12
CC(C)n1c(SCCCc2ccccc2)nc2c1c(=O)[nH]c(=O)n2C	-25	-7	0	-1	3	30	-7	-7	0
Cc1ccc(NC(=O)Cn2c(/C=C/c3ccccc3)nc3ccccc32)cc1C	4[20 µM]	-11	8	.	-22	-110	-10	-2	1
COc1ccc(-c2nnc(SCc3nnc(-c4ccc(Cl)cc4)o3)n2-c2ccccc2)cc1	-18[20 µM]	-8	-6	.	4	-18	-31	2	9
COc1ccccc1N(CCC#N)C(=O)CSc1ccc2c(c1)OCCO2	5	-6	3	.	-2	8	-10	0	4
O=C(Nc1ccccc1)NN1CC(=O)N(c2ccc(Cl)cc2)CC1=O	-10	-6	-3	0.5	-3	-4	-10	-5	11
CCn1c(COc2ccc(C)cc2)nc2ccccc21	2	-2	5	-3.1	5	-7	4	11	-3
CCCn1nc(NC(=O)C2CCCO2)c2cc3cccc(C)c3nc21 (stereo not drawn)	-14	-17	-7	-0.38	1	0	-20	-5	.
O=C(CN1CCN(c2ccccn2)CC1)NC1CCCCC1	-5[20 µM]	-36	8	.	8	-2	1	5	5
O=C(CSc1ccccc1)N1CCN(C(=O)c2ccco2)CC1	-34	-17	-2	-1.4	2	-2	1	-8	2
O=C(Nc1nc(-c2ccc(S(=O)(=O)N3CCCCCC3)cc2)cs1)c1cccs1	-10[20 µM]	-17	-70[fluorescence artefact?]	-0.13	-22[fluorescence artefact?]	-2	-44	-8	3
O=C(Nn1cnnc1)c1ccc(Cl)c([N+](=O)[O-])c1	-35	-13	-3	0.74	2	5	-6	3	-8
CCCCOC(=O)CCn1c(=S)oc2ccccc21	-9	-21	38[fluorescence artefact?]	-0.078	-2[fluorescence artefact?]	-8	-22	7	-6
COc1ccc(CN2CCN(C3CCOCC3)CC2CCO)c(C)c1C (stereo not drawn)	-6	-13	-4	.	0	.	-4	-2	21
CN1CCN(CCCNC(=O)c2ccc(/C=C3\Sc4ccccc4N(Cc4ccc(F)cc4)C3=O)cc2)CC1	-5	-10	74*	2.7*	35*	-6	87*	3	5
CCOC(=O)C1NC(=O)CC1c1ccccc1 (stereo not drawn)	-13[20 µM]	-19	-4	0.42	0[fluorescence artefact?]	-20	-2	1	7
COc1ccc(S(=O)(=O)N2CCC(NC(=O)N3CCOCC3)CC2)cc1	-24	9	-10	0.94	0	.	-8	-2	.
CCCCC(=O)Nc1ccc2c(c1)nc(CCN1CCN(C)CC1)n2C	-19	-9	0	0.78	-3	2	-10	-1	16
O=C(COC(=O)CN1C(=O)C2CCCCC2C1=O)Nc1ccc(S(=O)(=O)N2CCOCC2)cc1 (stereo not drawn)	-13	4	-6	0.61	3	5	-1	-9	9
Cc1occc1C(=O)NC1CCCCCC1	-13	0	5[fluorescence artefact?]	0.45	0[fluorescence artefact?]	3	-13	-8	12
CCOc1ccc(C(CC(=O)O)NC(=O)C2c3ccccc3Oc3ccccc32)cc1 (stereo not drawn)	-2	4	4	0.12	-1	-1	2	-11	-2
Cc1noc(C)c1COC(=O)C1CC(O)CN1S(=O)(=O)c1ccc(Cl)cc1 (stereo not drawn)	-13	-22	8	-1	1	-5	-8	3	1
O=C(O)c1cccc(N2C(=O)/C(=C/c3ccc(SCc4ccc(Cl)cc4)o3)SC2=S)c1	-13	-70	85*	-0.053	49*	-5	-174	4	-134
C=CCn1c(CSc2nnc(-c3ccccc3)n2C)n[nH]c1=S	-14	-5	-7	-0.15	-7	-8	7	-5	19
CCn1c(C)[n+](CCCS(=O)(=O)[O-])c2cc(Cl)c(Cl)cc21	-16[20 µM]	-66	.	.	.	-2	0	3	-3
CC1Cc2ccccc2N1c1ncnc2c1nnn2Cc1ccccc1 (stereo not drawn)	-13	0	-20[fluorescence artefact?]	0.16	-12	-24	-12	-9	-2
O=C(COc1ccccc1Cl)NCCCN1CCOCC1	4[20 µM]	2	-3	.	4	-4	-4	-8	-1
CC1(C(=O)O)Sc2[nH]c(=O)sc2C2c3ccccc3OC(=O)C21 (stereo not drawn)	-22	-7	7	-0.72	2	15	-5	4	1
O=C(Nc1nc(COc2ccccc2)cs1)C12CC3CC(CC(C3)C1)C2	-10[20 µM]	-1	-3	-0.59	-5	9	0	-3	-2
CCn1cc(CNC(=O)/C=C/c2ccc([N+](=O)[O-])cc2)cn1	-10	-8	1	1	2[fluorescence artefact?]	-2	-8	-10	1
COc1ccc(/C=C/C(=O)OCC(=O)NC(=O)NC(C)(C)C)cc1	-17	2	-9	0.61	1	-13	-3	-1	21
O=C(/C=C/c1c(Cl)nc2ccccn12)Nc1ccc(F)cc1	-34	-8	-6	0.016	-7	1	-7	1	-1
The list continues.
SMILES	Furin inh	EBV gp42 inh	14-3-3 Bad inh	KCC2 mod	eIF4E 4G PPI	KLK5 inh	p47phox inh	thrombin 1536	Rad51 HR inh
O=C(OCC(=O)c1ccc[nH]1)c1ccc(S(=O)(=O)N2CCCCCC2)cc1	-9[20 µM]	1	3	-0.41	3	-1	-7	-2	-4
COc1cc(OC)c2c(-c3ccccc3)cc(=O)oc2c1C(CC(=O)N1CCCC1)c1ccc2c(c1)OCO2 (stereo not drawn)	12	6	2	-1.7	5	2	-13	-2	-3
Cc1ccc2nc(N(CCCN(C)C)C(=O)c3cc4ccccc4oc3=O)sc2c1	4	5	2	0.2	2	-25	-2	-7	3
Cc1ccc(/C=C/C(=O)NC2CCCCCCC2)o1	-10	-8	-4[fluorescence artefact?]	1.4	4	-6	1	-1	9
Cc1ccc(O)c(NC(=S)NC(=O)CC(C)C)c1	-11	9	-15	0.12	-6	-13	-15	-3	-7
Cc1cc(C)n(CC(C)C(=O)O)n1 (stereo not drawn)	-29	-20	-2	-0.091	-7	-12	-5	-4	1
COc1ccc(C(=O)N[C@H](C(=O)OCC(=O)NC(=O)c2cccn2C)C(C)C)cc1	-15	-5	2	0.42	-6	-6	-6	-12	-6

Source: PubChem (several laboratories)
